Tau fluor cs: Counterscreen qHTS for Inhibitors of Tau Fibril Formation, Fluorescence Polarization | tau K18 P301L Alexa594 fluorescence, heparin fibrillization | Potency, µM (top dose mostly 57.7 µM), without a hit: at the top dose activity change, negative = decrease | 280,000 compounds, 0.93% hits; also: nearly all actives have a fitted effect of over 55% in size
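Human tau K18 P301L (15 uM unlabeled, 0.24 uM Alexa 594-labeled) in 100 mM sodium acetate pH 7 with 20 uM heparin, 6 hr at 37 C. ThT 30 uM added, 1 hr ambient; Alexa 594 FP and total fluorescence read at 555/632 nm.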
Tau FP inhib: qHTS for Inhibitors of Tau Fibril Formation, Fluorescence Polarization; Microtubule-associated protein tau (Homo sapiens), P10636; K18 P301L tau heparin fibrillization, Alexa594 FP, 6 h; Potency, µM (highest dose often 57.7 µM), inactives show at the highest dose activity, negative = inhibition, hits mostly inhibitors; 280,000 compounds, 0.39% hits; AID 1468, 2008; also: nearly all actives have a fitted effect of over 55% in size
Target sequence (P10636 561-689 P618L limits assumed): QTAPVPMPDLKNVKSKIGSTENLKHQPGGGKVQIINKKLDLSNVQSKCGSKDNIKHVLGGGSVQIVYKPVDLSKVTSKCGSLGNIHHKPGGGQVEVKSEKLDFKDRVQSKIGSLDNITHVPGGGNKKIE
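Heparin (20 uM) drove fibril formation of recombinant tau K18 P301L, 15 uM unlabeled with 0.24 uM Alexa 594 label, for 6 hr at 37 C in 100 mM sodium acetate pH 7. Fluorescence polarization (555/632 nm) read 1 hr after 30 uM ThT.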
Tau ThT inhib: qHTS for Inhibitors of Tau Fibril Formation, Thioflavin T Binding; Potency, µM (top dose mostly 57.4 µM), for the others: at the highest dose activity, negative = inhibition, most hits filed as inhibitors; 270,000 compounds, 2.1% hits; recombinant tau K18 P301L, heparin-induced fibrillization, ThT fluorescence; Microtubule-associated protein tau (Homo sapiens), P10636; also: nearly all actives have a fitted effect of over 55% in size
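Using a mix of unlabeled (15 uM) and Alexa 594-labeled (0.24 uM) tau K18 P301L, heparin-triggered fibrillization over 6 hr at 37 C was scored by ThT fluorescence.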
* = called active by the depositor; ? = inconclusive. Calls follow the shape of the dose curve; as a rule, active = well fitted curve in the direction sought with a large enough effect; inconclusive = small, poorly fitted or top-dose-only effect, or another doubt; inactive = no such curve, though single readings can be large; an effect the other way counts as inactive or inconclusive. % is scaled to controls: 0 for no effect and ±100 for the full control effect; potency is read from the fitted curve at half-maximal effect.

Compound | Tau fluor cs | Tau FP inhib | Tau ThT inhib
O=C(COc1ccccc1)N(Cc1cccnc1)c1nc2c(F)cccc2s1 | -16% | 2% | 0%
COc1ccccc1CCNc1ncnc2c1nnn2C | -1% | 3% | -2%
COc1cc(N2C(=O)CSC23C(=O)N(Cc2cccc(F)c2)c2ccccc23)cc(OC)c1OC (stereo not drawn) | -9% | 8% | -10%
CCOC(=O)c1ccc(NC(=O)CSc2c(C(C)C)cnc3c2c(=O)n(C)c(=O)n3C)cc1 | -23% | -9% | -10%
Cc1ccc2nc(N3CCN(c4cccc(C(F)(F)F)c4)CC3)c3nnnn3c2c1 | -10% | 0% | -16%
Cc1nc2ccn(Cc3cccs3)c(=O)c2cc1C(=O)NCc1ccccc1 | -6% | -6% | -2%
Cc1nc(-c2ccc(S(=O)(=O)N3CCN(c4ccc(F)cc4)CC3)cc2)co1 | -27% | -9% | 1%
COc1ccc(Cn2ccc3nc(C)c(C(=O)Nc4ccc(F)cc4)cc3c2=O)cc1 | -5% | 3% | 14%
COc1cc(NC(=O)c2cc3ccccn3n2)cc(OC)c1OC | -9% | -2% | -13%
COc1ccccc1CNS(=O)(=O)c1c(C(=O)N2CCC(C)CC2)c(C)n(C)c1C | 7% | 10% | 1%
CCc1ccc(-c2nn(CC(=O)NC3CCCCC3)c3c2cnc2ccc(F)cc23)cc1 | -6% | -3% | 0%
Cc1ccc(C(=O)Nc2ccc(-n3c(C)nc4ccccc4c3=O)cc2)cc1[N+](=O)[O-] | ? | 5% | ?
COc1ccc(N2C(=O)CSC23C(=O)N(CC(=O)NCCc2ccccc2)c2ccccc23)cc1 (stereo not drawn) | -13% | 0% | -7%
COc1ccc(-n2ncc(C(=O)N3CCc4ccccc4C3)c2C2CCN(C(=O)OC(C)(C)C)CC2)cc1 | 2% | 1% | -3%
CCOc1ccc(CNC(=O)C2CCCCN2S(=O)(=O)c2ccc(F)cc2)cc1OC (stereo not drawn) | -11% | -6% | -3%
COc1ccc(N2CC(c3nc(-c4cc(OC)c(OC)c(OC)c4)no3)CC2=O)cc1Cl (stereo not drawn) | -17% | 8% | ?
Cc1ccc(N2CC(NC(=O)CCc3ccccc3)CC2=O)cc1C (stereo not drawn) | -14% | -14% | -10%
CCOC(=O)N1CCc2c(sc(NCc3cc(OC)ccc3OC)c2C(=O)Nc2cc(OC)ccc2OC)C1 | ? | 2% | ?
CCOCCc1nn2c(=O)cc(COC(=O)Cc3ccccc3)nc2s1 | -8% | 2% | -8%
CCCCNc1ncnc2c1nnn2C | 8% | 0% | 3%

3 compounds out of the list above, sorted by the number in Tau ThT inhib, high to low:
SMILES	Tau FP inhib	Tau ThT inhib
CCCCNc1ncnc2c1nnn2C	0%	3%
Cc1nc(-c2ccc(S(=O)(=O)N3CCN(c4ccc(F)cc4)CC3)cc2)co1	-9%	1%
CCOc1ccc(CNC(=O)C2CCCCN2S(=O)(=O)c2ccc(F)cc2)cc1OC (stereo not drawn)	-6%	-3%

Following part.
Compound | Tau fluor cs | Tau FP inhib | Tau ThT inhib
CCOC(=O)C1CCCN(S(=O)(=O)c2ccc3c(c2)CCCN3C(C)=O)C1 (stereo not drawn) | 3% | -1% | 5%
CCOC(=O)c1c(NC(=O)c2cc3nc(-c4ccccc4)cc(C(F)(F)F)n3n2)sc2c1CCC(C)C2 (stereo not drawn) | 1% | -3% | -8%
Cc1cc2n(n1)CCCN2C(=O)Nc1cccc(C)c1C | -1% | -5% | -1%
Nc1nc(Nc2cccc(C(F)(F)F)c2)sc1C(=O)c1ccccc1 | ? | 5% | -9%
COc1ccc(CNC(=O)c2cnn3c(C)c(Cc4c(F)cccc4Cl)c(C)nc23)cc1 | -4% | -1% | -3%
CCc1ccc(-c2nn(CC(=O)Nc3ccccc3)c3c2cnc2ccc(F)cc23)cc1 | -4% | ? | -2%
COc1ccc2c(c1)CC(C(=O)NCCCN1CCN(c3cccc(Cl)c3)CC1)CO2 (stereo not drawn) | -15% | 6% | -14%
CCCN1CCN(c2nnc(-n3cccc3C(=O)Nc3ccccc3C(F)(F)F)s2)CC1 | 1% | -6% | 9%
O=C(NCc1ccc(F)cc1Cl)c1ccc(CSCc2ccccc2Cl)o1 | -18% | -6% | -2%
Cc1ccc(N2CCN(S(=O)(=O)c3cc(C(=O)Nc4cc(Cl)cc(Cl)c4)ccc3F)CC2C)cc1 (stereo not drawn) | ? | ? | 9%
Cc1ccc(CNC(=O)Cn2c3ncccc3c(=O)n2-c2ccccc2)cc1 | -14% | -3% | 14%
CCC(=O)Nc1sc2c(c1C(=O)Nc1cccc(C)c1)CCCC2 | -13% | -4% | -11%
CCOC(=O)c1ccc(N2CCN(c3cc(C)ccc3C)CC2)c(NC(=O)Nc2ccccc2)c1 | -25% | -13% | -3%
CCOC(=O)c1c(S(=O)(=O)N2CCC(C(=O)N3CCN(c4ccc(F)cc4)CC3)CC2)c(C)n(C)c1C | 8% | 7% | 2%
COc1ccccc1N1CCN(C(=O)Cn2c(=O)nc(-c3ccccc3)c3cc(Cl)ccc32)CC1 | 2% | 3% | -8%
COc1ccc(-c2nc3sc(CCNC(=O)Cc4ccc(F)cc4)c(C)n3n2)cc1 | -26% | ? | ?
CCOc1ccc(NC(=O)c2c(NCc3cccs3)sc3c2CCCCC3)cc1 | ? | -4% | ?
COc1cccc(NC(=O)C2CCCN(c3ncnc4onc(C)c34)C2)c1 (stereo not drawn) | -16% | -12% | -3%
Cc1cc(C)c(NC(=O)CSc2nccn2Cc2ccco2)c(C)c1 | -7% | -11% | -11%
Cc1ccc(CN2CCCn3nc(C(=O)NCc4ccccc4Cl)cc3C2=O)cc1 | -5% | -2% | -8%

Another view of 4 compounds above.
canonical_smiles: CCc1ccc(-c2nn(CC(=O)NC3CCCCC3)c3c2cnc2ccc(F)cc23)cc1
  Tau fluor cs: -6%	Tau FP inhib: -3%	Tau ThT inhib: 0%

canonical_smiles: Cc1ccc(C(=O)Nc2ccc(-n3c(C)nc4ccccc4c3=O)cc2)cc1[N+](=O)[O-]
  Tau fluor cs: ?	Tau FP inhib: 5%	Tau ThT inhib: ?

canonical_smiles: COc1ccc(N2C(=O)CSC23C(=O)N(CC(=O)NCCc2ccccc2)c2ccccc23)cc1 (stereo not drawn)
  Tau fluor cs: -13%	Tau FP inhib: 0%	Tau ThT inhib: -7%

canonical_smiles: COc1ccc(-n2ncc(C(=O)N3CCc4ccccc4C3)c2C2CCN(C(=O)OC(C)(C)C)CC2)cc1
  Tau fluor cs: 2%	Tau FP inhib: 1%	Tau ThT inhib: -3%

The list continues:
Compound | Tau fluor cs | Tau FP inhib | Tau ThT inhib
CCCCOc1ccccc1C1CC(=O)Nc2cc(C)c(C)cc21 (stereo not drawn) | -9% | -2% | ?
COc1ccc(-c2cc(C)no2)cc1S(=O)(=O)N1CCOc2ccc(Cl)cc21 | ? | ? | ?
COc1ccc(NC(=O)Cn2c(=O)oc3cc(S(=O)(=O)NCc4ccccc4)ccc32)c(OC)c1 | -16% | -7% | -6%
O=C(CSc1ccccc1)NCc1ccc2c(c1)CCN2C(=O)c1ccccc1 | -7% | 2% | -6%
CCOc1ccccc1NC(=O)c1ccc(F)c(S(=O)(=O)N2CCN(c3ccc(F)cc3)CC2)c1 | -20% | -6% | 8%
O=c1c(N2CCc3ccccc3C2)csc2ccc(F)cc12 | -22% | 3% | ?
Cc1ccc(CNC(=O)CN2C(=O)C3(SCC(=O)N3c3ccc(F)c(F)c3)c3ccccc32)cc1 (stereo not drawn) | ? | 2% | -10%
COc1ccc(NC(=O)c2c(NCc3cccs3)sc3c2CCCCC3)c(OC)c1 | ? | ? | 25µM*
Cc1cccc(C(=O)Nc2nc(-c3nnn(-c4cc(F)ccc4F)c3C)ns2)c1 | -16% | ? | -14%
Cc1oc(-c2ccc(C(=O)Nc3cc(F)ccc3F)cc2)nc1COc1ccccc1 | -2% | -9% | 5%
CCCNC(=O)CN1CCN(c2ccc(NC(=O)c3ccc(OC)cc3)cc2C(=O)O)CC1 | -3% | -1% | -4%
COC(=O)c1ccc2c(c1)N(CC(=O)Nc1cccc(C(F)(F)F)c1)C(=O)c1ccccc1S2 | -3% | -6% | 6%
Cc1ccc(NC(=O)c2cc(S(=O)(=O)NC3CCCCCC3)ccc2F)cc1F | ? | ? | 2%
COc1ccc(Br)cc1CNC(=O)CSc1n[nH]c(-c2ccccc2)n1 | -13% | -7% | 6%
O=C(CSc1nc2cc(C(=O)NC3CCCC3)ccc2c(=O)n1CC1CCCO1)c1ccc(F)cc1 (stereo not drawn) | 0% | -1% | 2%
COc1ccc(Cl)cc1NC(=O)N1CCN(S(=O)(=O)c2ccc3c(ccn3C)c2)CC1 | -12% | -16% | 10%
COc1cc(/C=C/c2nc3cc(Cl)ccc3c(=O)n2-c2ccc(C)cc2C)cc(OC)c1OC | 0% | 5% | -5%
Cc1ccc(C(=O)NCC(c2cccs2)S(=O)(=O)c2cccs2)cc1 (stereo not drawn) | -7% | -10% | -1%
Cc1ccccc1-c1nc(SCC(=O)N(C)c2ccccc2)c2c(=O)n(C)c(=O)n(C)c2n1 | -2% | -3% | -2%
CCOc1ccc(-c2nc(Cn3c(=O)cc(C)c4c(C)nn(-c5ccc(C)cc5)c43)c(C)o2)cc1 | 3% | -2% | -1%

The list continues.
Compound | Tau fluor cs | Tau FP inhib | Tau ThT inhib
CCc1ccccc1NC(=O)c1ccc(=O)n(Cc2ccc(F)cc2)c1 | -4% | 0% | 3%
Cc1ccc(S(=O)(=O)CC(=O)N2CCN(c3nc4c(F)cccc4s3)CC2)cc1 | -7% | 3% | ?
O=C(CCC1N=C2c3ccccc3N=C(SCc3ccccc3F)N2C1=O)NCc1ccc(F)cc1 (stereo not drawn) | 21% | -2% | 8%
CCC1Oc2ccc(Cl)cc2N(CC(=O)NCCc2ccc(Cl)cc2)C1=O (stereo not drawn) | -9% | -11% | 2%
O=C(c1cccn1-c1nnc(N2CCCC2)s1)N1CCN(c2ccc(Cl)cc2)CC1 | -9% | 4% | -11%
Cc1nc2ccn(Cc3cccnc3)c(=O)c2cc1C(=O)Nc1ccc(F)cc1F | 1% | 5% | 5%
O=C(CS(=O)(=O)c1cccc2nsnc12)Nc1cc(F)ccc1F | -17% | -6% | -9%
O=C(NCc1noc2ccccc12)Nc1ccc(F)cc1F | -10% | -2% | -6%
CC(C)(C)OC(=O)N1CCC(c2c(C(=O)NCc3ccccn3)cnn2-c2ccccc2)CC1 | -4% | -10% | -7%
O=C(CC1N=C2c3ccccc3N=C(SCC(=O)Nc3ccc(F)cc3)N2C1=O)NCc1ccc2c(c1)OCO2 (stereo not drawn) | -14% | 12% | -7%
COc1ccc(Cn2c(CO)cnc2SCC(=O)NCc2ccco2)cc1 | -3% | -5% | 4%
OCCN(CCO)c1ncnc2c1cnn2-c1ccc(F)cc1 | 10% | 4% | 6%
COc1cccc(C(=O)Nc2ccc(C(=O)OCc3cc(=O)n4cc(C)sc4n3)cc2)c1 | -19% | -15% | -9%
CN1C(=O)Cc2cc(S(=O)(=O)CCC(=O)N3CCN(c4ccc(Cl)cc4)CC3)ccc21 | -18% | -8% | ?
COc1ccccc1Cc1nc2ccccc2nc1SCC(=O)N(C)c1ccc(F)cc1 | -10% | -4% | -10%
CCOC(=O)c1noc2ncnc(N3CCN(c4cccc(C(F)(F)F)c4)CC3)c12 | -12% | 11% | -4%
COc1cccc(CN2CCc3nc(Nc4ccc5c(c4)OCCO5)ncc3C2)c1 | ? | ? | ?
CCc1ccc(-c2nn(CC(=O)Nc3ccccc3C)c3c2cnc2ccc(C)cc23)cc1 | -1% | -5% | -2%
CCCN(CCC)CCCNC(=O)C1CCC(CNS(=O)(=O)c2ccc(NC(C)=O)cc2)CC1 (stereo not drawn) | 1% | 1% | -1%
Cc1cccc(NC(=O)c2cc(S(=O)(=O)N3CCc4ccccc43)ccc2F)c1C | -27% | -11% | -2%

Additional compounds follow:
Compound | Tau fluor cs | Tau FP inhib | Tau ThT inhib
Cc1ccc(OCC(=O)Nc2ccccc2OCc2cc(=O)n3ccccc3n2)cc1C | -17% | -4% | -9%
CCn1c(=O)n(CC)c2cc(N3CCCCC3)c(NC(=O)Nc3ccccc3Cl)cc21 | -17% | 14% | ?
O=C(CSc1nc2ccccc2nc1Cc1ccccc1)N1CCCc2ccccc21 | -10% | 8% | -2%
CCOc1ccc(CCNC(=O)c2cnc3c(-c4ccc(F)cc4)c(C)nn3c2C)cc1OCC | -14% | -4% | ?
CCn1ccc2cc(S(=O)(=O)N3CCCN(C(=O)Nc4ccc(C)cc4Cl)CC3)ccc21 | -10% | 4% | -2%

Screening data deposited in PubChem BioAssay by National Center for Advancing Translational Sciences (NCATS).

These rows are one share of the data (hit frequency here may not be typical).
